Screens as filed in PubChem BioAssay.
Mtb FBA inh – Mtb FBA enzyme inhibitors, primary screen, biochemical, fluorescence, strain H37Rv. hit rate 2.3% among 360,000. purified M. tuberculosis FBA, fluorescence read-out. AID 588726, 2011. Fructose-bisphosphate aldolase (Mycobacterium tuberculosis (strain ATCC 25618 / H37Rv)), …. inhibition, % at 1 µM; in the data active = inhibition above about 27%;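 also: 0% = vehicle and 100% = reference inhibitor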
Target sequence (P9WQA3 whole entry, looked up): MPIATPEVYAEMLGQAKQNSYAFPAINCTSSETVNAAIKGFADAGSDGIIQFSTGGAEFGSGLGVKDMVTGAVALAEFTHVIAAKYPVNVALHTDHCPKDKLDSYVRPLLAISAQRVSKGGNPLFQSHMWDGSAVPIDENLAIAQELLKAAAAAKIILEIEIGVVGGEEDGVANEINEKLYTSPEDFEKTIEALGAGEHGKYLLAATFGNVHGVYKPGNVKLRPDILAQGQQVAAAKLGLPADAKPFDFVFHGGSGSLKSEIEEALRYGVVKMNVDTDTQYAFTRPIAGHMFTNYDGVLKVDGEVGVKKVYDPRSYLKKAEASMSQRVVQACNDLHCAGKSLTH
FadD28 FP inh – inhibitors of FadD28 bisubstrate probe binding, primary screen, biochemical, fluorescence polarization, single point; Mycobacterium tuberculosis FadD28 fatty-acid-AMP ligase; inhibition, % at 12.5 µM; hit rate 0.22% among 360,000; AID 588549, 2011; in the data active = inhibition above about 8.5%, passing the limit was not always enough; inconclusive = no clear call, values can overlap the other calls
BioA inh – M. tuberculosis BioA enzyme inhibitors, primary screen, biochemical, plate reader, single point, HTS. purified M. tuberculosis BioA enzyme. inhibition, % at 9.99 µM. hit rate 0.096% among 360,000; in the data active = inhibition above about 40%; inconclusive = no clear call, values can overlap the other calls
Yp Topo-I inh – Yersinia pestis topoisomerase I inhibitors, primary screen, biochemical, cleavage product accumulation, plate reader, single point; Y. pestis Topo-I cleavage product accumulation; activity, % at 10 µM; hit rate 0.064% among 360,000; AID 504884, 2011; in the data active = activity above about 50%, passing the limit was not always enough; inconclusive = no clear call, values can overlap the other calls; also: inactives centre near 2
BH1578 lux ind – inducers of Vibrio cholerae quorum light production without autoinducers, primary screen, BH1578 luxS cqsA deficient, single point | V. cholerae BH1578 lux reporter, luminescence, 6 h | hit rate 0.16% among 350,000 | AID 588436, 2011 | activation, % at 18.7 µM; in the data active = activation mostly above about 9.7%, no sharp cut-off; inconclusive = no clear call, values can overlap the other calls; inactive = mostly below about 3.7%; also: not every result past the cut was called active; inactives centre near 0; reference of the scale not given here
PfHsp40 rescue – rescue of yeast from PfHsp40 toxicity, primary screen, S. cerevisiae, ATP luminescence; S. cerevisiae expressing PfHsp40, growth rescue; growth rescue, % at 12.5 µM; hit rate 0.68% among 340,000; in the data active = growth rescue above about 28%, passing the limit was not always enough; inconclusive = no clear call, values can overlap the other calls;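 also: yeast W303a lacking pdr1 and pdr3 grown in galactose medium; growth measured after three days at 30 °C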
GDH-TPI inh – GDH-TPI coupling enzyme inhibitors, primary screen, artefact control for M. tuberculosis FBA inhibitor project, biochemical, absorbance, full deck; GDH-TPI coupled enzyme counterscreen, NADH absorbance; AID 588335, 2011; inhibition, % at 4.8 µM; hit rate 1.2% among 360,000; in the data active = inhibition above about 30%;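 also: 0% = DMSO wells and 100% = wells lacking the enzyme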
TcdB GH inh – TcdB glycohydrolase inhibitors, primary screen, biochemical, single point, plate reader; Toxin B (Clostridioides difficile), P18177; TcdB glycohydrolase enzymatic assay; inhibition, % at 9.99 µM; hit rate 0.24% among 350,000; AID 652162, 2013; in the data active = inhibition above about 10%
Mtb UGM inh – M. tuberculosis UGM enzyme inhibitors, primary screen, biochemical, fluorescence polarization, single point; purified UGM, fluorescence polarization probe displacement; hit rate 0.06% among 320,000; inhibition, % at 10 µM; in the data active = inhibition above about 10%, passing the limit was not always enough; inconclusive = no clear call, values can overlap the other calls
Target sequence (P9WIQ1 whole entry, looked up): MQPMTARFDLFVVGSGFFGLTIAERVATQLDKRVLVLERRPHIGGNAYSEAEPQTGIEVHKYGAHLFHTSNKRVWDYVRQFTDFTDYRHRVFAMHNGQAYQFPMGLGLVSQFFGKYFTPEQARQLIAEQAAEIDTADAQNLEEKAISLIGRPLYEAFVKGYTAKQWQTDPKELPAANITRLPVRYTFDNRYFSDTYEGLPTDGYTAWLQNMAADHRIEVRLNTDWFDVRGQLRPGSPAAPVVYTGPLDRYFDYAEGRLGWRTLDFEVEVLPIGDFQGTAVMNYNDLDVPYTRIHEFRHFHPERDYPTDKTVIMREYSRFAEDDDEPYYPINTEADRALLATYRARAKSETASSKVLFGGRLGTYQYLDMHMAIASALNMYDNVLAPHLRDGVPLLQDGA
* hit, by the source's call; i = inactive; ? = inconclusive; · = not tested or not shown; & = joins results of further samples.

1: O=C(Oc1ccccc1)c1ccc(NC(=O)c2ccco2)cc1
2: Cc1nn(-c2ccccc2)cc1/C=N/O
3: CCc1nnc(NC(=O)CCC(=O)NCc2ccccc2OC)s1
4: CC(C)[C@@H](CO)NC(=O)c1ccc2c3n(nc2c1)-c1ccc(Cl)cc1CO3
5: C[C@H]1CN([C@@H](C)CO)S(=O)(=O)c2ccc(C#Cc3ccccn3)cc2O[C@H]1CN(C)Cc1ccc(F)cc1
6: COc1ccc(S(=O)(=O)N2CCCCC2c2cc(C(=O)Nc3ccccc3)no2)cc1 (stereo unspecified)
compound no.	1	2	3	4	5	6
Mtb FBA inh	-3	1	0	10	0	0
FadD28 FP inh	-0.8	-0.8	-1.7	-1.6	-3.0	-2.3
BioA inh	0.1	-3.0	-1.6	1.7	0.4&-0.6	-0.5
Yp Topo-I inh	-3	2	-2	-1	10	-8
BH1578 lux ind	i	i	-0.3	-1.0	0.2	-0.4
PfHsp40 rescue	-1.1	0.1	-0.7	0.6	·	·
GDH-TPI inh	7	-3	4	20	-4	13
TcdB GH inh	1.2	·	·	-2.7	0.6&-0.9&0.0	-3.7
Mtb UGM inh	-1.6	-2.6	0.3	-2.0	·	·

Compound profiles, as listed above. Screens in order: Mtb FBA inh, FadD28 FP inh, BioA inh, Yp Topo-I inh, BH1578 lux ind, PfHsp40 rescue, GDH-TPI inh, TcdB GH inh, Mtb UGM inh
Profile of `C[C@H]1CN([C@@H](C)CO)S(=O)(=O)c2ccc(C#Cc3ccccn3)cc2O[C@H]1CN(C)Cc1ccc(F)cc1` → 0, -3.0, 0.4&-0.6, 10, 0.2, ·, -4, 0.6&-0.9&0.0, ·
Profile of `O=C(Oc1ccccc1)c1ccc(NC(=O)c2ccco2)cc1` → -3, -0.8, 0.1, -3, i, -1.1, 7, 1.2, -1.6
Profile of `Cc1nn(-c2ccccc2)cc1/C=N/O` → 1, -0.8, -3.0, 2, i, 0.1, -3, ·, -2.6

(list continues)
7: Cc1sc(NC(=O)CSc2n[nH]c(N)n2)c(C#N)c1C
8: CC(C)Oc1cc(F)ccc1-c1cc(C(=O)NCc2ccccc2)[nH]n1
9: CC(C)Nc1nc(Nc2ccccc2Cl)c2sccc2n1
10: Cc1cc2cc(CN(Cc3cccs3)Cc3nnnn3CC3CCCO3)c(=O)[nH]c2cc1C (stereo unspecified)
11: CCCc1nnc(SCC(=O)N2CCCCC2C)n1CC (stereo unspecified)
12: Cc1ccc(C(OCCN(C)C)c2cccc(C(F)(F)F)c2)cc1 (stereo unspecified)
compound no.	7	8	9	10	11	12
Mtb FBA inh	2	-2	-1	3	0	1
FadD28 FP inh	2.9	-2.7	-3.4	-1.7	1.8	-2.1
BioA inh	-1.7	1.1	-0.6	1.1	·	1.6
Yp Topo-I inh	6	8	-4	11	4	-4
BH1578 lux ind	i	i	i	i	i	-0.1
PfHsp40 rescue	10	·	·	0.1	1.0	1.0
GDH-TPI inh	10	5	12	15	6	-2
TcdB GH inh	0.7	0.6	2.5	1.5	·	-0.3
Mtb UGM inh	·	·	·	-0.1	0.1	-0.8

13: CC(=O)Nc1ccc(C(=O)CCl)cc1
14: COC(=O)C(C)(C(=O)OC)c1ccc(C(F)(F)F)cc1[N+](=O)[O-]
15: CSCCC(NC(=O)c1ccco1)C(=O)NCC1CCCO1 (stereo unspecified)
16: Cc1ccccc1-n1c(O)c(C=Nc2ccc3c(c2)OCO3)c(=O)[nH]c1=O
17: CC1(C(=O)NS(=O)(=O)c2ccccc2Cl)CCN1C(=O)Cc1cccc2ccccc12 (stereo unspecified)
18: COCCNC(=O)NC(=O)COC(=O)c1cccn1C
compound no.	13	14	15	16	17	18
Mtb FBA inh	1	-4	4	-2	-4	2
FadD28 FP inh	-0.6	-2.3	·	-0.2	-5.0	-1.5
BioA inh	-0.7	·	-4.2	3.3	-1.5	·
Yp Topo-I inh	11	5	0	11	2	1
BH1578 lux ind	-0.4	i	i	i	-1.3	·
PfHsp40 rescue	-0.3	-0.6	-1.2	-1.0	·	-1.7
GDH-TPI inh	6	16	0	33*	5	0
TcdB GH inh	0.3	1.4	0.0	·	-3.6	1.3
Mtb UGM inh	2.4	0.8	0.6	-0.6	·	-0.7

19: Cc1cc(C)cc(OCCOc2cccc(C=C3C(=O)NC(=O)NC3=O)c2)c1
20: Cc1ccc(N(C(=O)c2csnn2)C(C(=O)NC(C)(C)C)c2ccncc2)cc1 (stereo unspecified)
21: CC1CCN(C(=O)COC(=O)c2ccc(F)c(S(=O)(=O)N3CCOCC3)c2)CC1
22: Cc1nc2ccc(C(=O)Nc3ccc4c(c3)OCC(=O)N4)cn2c1N(C)C(=O)CCc1ccccc1
23: NP(=O)(OCC(F)(F)F)Oc1ccccc1 (stereo unspecified)
24: O=c1c2cc(N3CCOCC3)ccc2[nH]c(=S)n1Cc1ccco1
compound no.	19	20	21	22	23	24
Mtb FBA inh	3	1	2	1	2	6
FadD28 FP inh	-2.1	-1.3	-0.3	-1.5	-0.9	0.4
BioA inh	-0.3	-0.3	-2.2	-0.4	-2.5	1.9
Yp Topo-I inh	2	-4	-10	3	4	-2
BH1578 lux ind	-0.3	-0.4	-0.8	i	i	-0.4
PfHsp40 rescue	1.1	0.2	-0.4	·	-1.8	1.4
GDH-TPI inh	5	10	2	7	0	17
TcdB GH inh	3.4	0.5	0.2	0.2	·	·
Mtb UGM inh	-0.1	4.1	0.6	·	0.8	0.8

25: COC(=O)c1cc(NS(=O)(=O)c2ccc3c(c2)c(=O)n(C)c(=O)n3C)cc(C(=O)OC)c1
26: O=[N+]([O-])c1cccc(/C=N/NS(=O)(=O)c2ccccc2)c1
27: COc1ccc(S(=O)(=O)N(Cc2ccccc2)Cc2nc(-c3ccccc3)no2)cc1
28: Cn1c(SCC(=O)NN2C(=O)NC(C)(c3ccccc3)C2=O)nnc1-c1ccncc1 (stereo unspecified)
29: CC(C)c1ccc(N2C(=O)CC(=O)NC2=O)cc1
30: Cc1ncsc1C(=O)Nc1nc2c(s1)CC(C)CC2 (stereo unspecified)
compound no.	25	26	27	28	29	30
Mtb FBA inh	-2	-2	0	1	1	-2
FadD28 FP inh	-0.3	-0.7	-0.3	-0.2	-0.4	-1.3
BioA inh	0.0	·	-1.4	-1.2	1.6	0.4
Yp Topo-I inh	5	7	34	9	-7	1
BH1578 lux ind	-5.6	-0.1	i	i	i	-1.0
PfHsp40 rescue	0.8	1.3	-1.4	-0.2	0.1	1.8
GDH-TPI inh	3	4	10	2	1	28
TcdB GH inh	0.0	0.2	·	0.1	-1.1	·
Mtb UGM inh	-1.4	-1.7	-0.7	-0.4	-2.1	0.3

31: O=C(N/N=C/c1c[nH]c2ccccc12)c1sc2ccccc2c1Cl
32: NNC(=S)NC1CC2CC1C1C=CCC21 (stereo unspecified)
33: O=C(CSc1cccc[n+]1[O-])Nc1ccc(Br)cc1Br
34: CN(C)C(=O)CCC(=O)N1CCCC(C(=O)c2ccc3c4c(cccc24)CC3)C1 (stereo unspecified)
35: COc1ccc(-c2c(-c3ccc(OC)cc3O)nc(C)nc2C(F)(F)F)cc1
36: COc1ccc(CNS(=O)(=O)c2cc(-c3cc(C)no3)ccc2C)cc1OC
compound no.	31	32	33	34	35	36
Mtb FBA inh	4	0	3	19	3	3
FadD28 FP inh	1.0	0.7	1.1	-0.6	-2.1	-1.2
BioA inh	·	-1.4	-1.8	0.2	-2.1	16
Yp Topo-I inh	-7	-4	-5	22	-2	3
BH1578 lux ind	1.6	i	-0.8	-0.3	-0.6	-0.3
PfHsp40 rescue	?	-1.1	1.6	-0.5	0.4	0.4
GDH-TPI inh	15	8	1	1	7	10
TcdB GH inh	·	-0.8	-2.9	-1.3	-0.1	1.1
Mtb UGM inh	2.5	1.4	3.5	1.4	-2.4	3.3

37: CSc1ccc(/C=N/NC(=O)CNc2cccc3ccccc23)cc1
38: Cc1ccc(-n2c(SCC(=O)N/N=C/c3ccc(C)s3)nnc2-c2ccccc2)cc1
39: COc1ccc(/C=C/c2nc3cc(-c4ccccc4)ccc3o2)cc1O
40: CN(C1=C(N2CCOCC2)C(=O)c2ccccc2C1=O)c1ccccc1
41: CC(=O)NC(=S)Nc1cc(C(F)(F)F)ccc1N1CCOCC1
42: CCC(=O)Oc1ccc(NC(=O)c2ccco2)cc1
compound no.	37	38	39	40	41	42
Mtb FBA inh	7	-1	12	-4	7	1
FadD28 FP inh	-4.1	-2.5	0.5	-2.0	-2.9	-1.5
BioA inh	·	·	-0.7	21	5.9	-0.5
Yp Topo-I inh	-9	5	13	0	5	1
BH1578 lux ind	i	-0.3	i	-0.2	0.7	-4.5
PfHsp40 rescue	1.5	0.3	-0.6	0.6	1.0	-0.5
GDH-TPI inh	11	12	18	6	1	-2
TcdB GH inh	-1.2	1.1	-0.5	·	·	3.5
Mtb UGM inh	-2.4	1.4	4.0	7.7	0.7	0.8

Given in markdown: entries from further up.
| nr | molecule | Mtb FBA inh | FadD28 FP inh | BioA inh | Yp Topo-I inh | BH1578 lux ind | PfHsp40 rescue | GDH-TPI inh | TcdB GH inh | Mtb UGM inh |
| --- | --- | --- | --- | --- | --- | --- | --- | --- | --- | --- |
| 37 | CSc1ccc(/C=N/NC(=O)CNc2cccc3ccccc23)cc1 | 7 | -4.1 | · | -9 | i | 1.5 | 11 | -1.2 | -2.4 |
| 38 | Cc1ccc(-n2c(SCC(=O)N/N=C/c3ccc(C)s3)nnc2-c2ccccc2)cc1 | -1 | -2.5 | · | 5 | -0.3 | 0.3 | 12 | 1.1 | 1.4 |
| 39 | COc1ccc(/C=C/c2nc3cc(-c4ccccc4)ccc3o2)cc1O | 12 | 0.5 | -0.7 | 13 | i | -0.6 | 18 | -0.5 | 4.0 |

Next section
43: OCC1(Cc2cccc(Cl)c2)CCCN(Cc2cnn(-c3ccccc3)c2)C1 (stereo unspecified)
44: COc1cc(-c2noc(C)c2C#Cc2ccccn2)cc(OC)c1OC
45: CCC(=O)N1CCCC(C)(C(=O)Nc2ccc3scnc3c2)C1 (stereo unspecified)
46: OC[C@@H]1CN(Cc2cccs2)C[C@H](n2cnc3c(NCc4ccc(F)cc4)ncnc32)O1
47: Cc1cc(C(=O)Nc2ccc3c(c2)CCC3)c2ccccc2n1
48: Cc1ccccc1OCc1nc2c3cnn(C)c3ncn2n1
compound no.	43	44	45	46	47	48
Mtb FBA inh	-1	0	0	-4	-3	-2
FadD28 FP inh	-6.7	-5.0	-2.1	-2.6	-3.7	-2.1
BioA inh	·	3.8	-1.1	0.5	-0.9	-0.5
Yp Topo-I inh	6	6	-3	14	28	5
BH1578 lux ind	-0.5	i	-0.3	-1.1	-0.3	·
PfHsp40 rescue	-0.1	3.0	·	·	0.6	1.2
GDH-TPI inh	-17	3	-5	0	-3	-2
TcdB GH inh	-0.1	2.7	0.6	-0.8	·	·
Mtb UGM inh	2.3	0.8	·	·	-0.9	1.5

49: Cc1ccnc(NC(=O)c2cccc(S(=O)(=O)N3CCCc4ccccc43)c2)c1
50: COc1ccccc1Cn1c(=O)oc2ccc(C)cc21
51: O=C(NCC1CCCN(C(=O)c2cscn2)C1)c1ccc(-c2ccccc2)cc1 (stereo unspecified)
52: COC(=O)c1ccc(N2CCN(c3ccccc3)CC2)nc1
compound no.	49	50	51	52
Mtb FBA inh	0	0	-5	4
FadD28 FP inh	-2.2	-0.8	-1.2	-2.7
BioA inh	-1.8	0.9	·	0.0
Yp Topo-I inh	10	11	17	1
BH1578 lux ind	i	i	i	-0.6
PfHsp40 rescue	0.6	3.4	-1.0	1.0
GDH-TPI inh	2	-8	4	4
TcdB GH inh	0.3	0.5	1.7	0.9
Mtb UGM inh	-2.6	-1.6	0.0	-0.4
